From PubChem BioAssay
SIAH1 antagonists: Siah-1 peptide-binding antagonists, primary screen, biochemical, fluorescence polarization, rhodamine-plectin, uHTS (AID 1817); one-dose displacement, % at 20 µM; IC50 in µM for titrated hits; Siah-1 / rhodamine-plectin peptide fluorescence polarization; higher % means a stronger effect; hit rate 0.02% among 290,000; E3 ubiquitin-protein ligase SIAH1 (Homo sapiens);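 active = displacement of at least 50% at 20 µM, with a fluorescence ratio check between 0.3 and a set limit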;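 also: plate controls were Siah plus tracer with DMSO for no effect and tracer alone without Siah for full effect; strong numbers were not always called active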
NTR1 ag: agonists of NTR1, primary screen, imaging, U2OS cells, beta-arrestin-GFP, high content (AID 493036). Neurotensin receptor type 1 (Homo sapiens), P30989. NTR1-U2OS beta-arrestin-GFP spot imaging, agonist mode. activation, % at 20 µM. hit rate 0.17% among 330,000;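 active = activation at or above 40% of the spot to cytoplasm intensity ratio, with at least 20 cells analyzed; inconclusive = wells under 20 cells, flagged as cytotoxic or low count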;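 also: 0% = DMSO without peptide and 100% = 100 nM NTR1 peptide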
Target sequence (P30989 whole entry, looked up): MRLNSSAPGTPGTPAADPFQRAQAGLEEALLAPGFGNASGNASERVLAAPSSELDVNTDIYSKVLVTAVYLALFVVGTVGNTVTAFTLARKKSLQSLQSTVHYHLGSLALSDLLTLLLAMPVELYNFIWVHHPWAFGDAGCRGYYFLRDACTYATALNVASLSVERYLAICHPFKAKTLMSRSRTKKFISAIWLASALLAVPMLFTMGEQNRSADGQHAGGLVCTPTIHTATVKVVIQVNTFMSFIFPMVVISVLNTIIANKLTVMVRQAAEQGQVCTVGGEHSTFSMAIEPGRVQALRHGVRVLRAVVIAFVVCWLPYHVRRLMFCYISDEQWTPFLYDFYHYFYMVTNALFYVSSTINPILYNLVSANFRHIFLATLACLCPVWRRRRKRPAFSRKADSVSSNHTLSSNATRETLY
K1F lysis inhibition: inhibition of K1F phage lysis, E. coli UTI89, bacterial capsule biogenesis inhibitors, alamar blue (AID 488966). E. coli UTI89 K1F phage lysis, alamar blue, 2 h; higher % means a stronger effect. inhibition, % at 100 µM; hits with a dose series show IC50 in µM. hit rate 0.02% among 340,000;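 active = phage lysis inhibition, versus mean bacterial control, above a set limit; inconclusive = no clear call, values can overlap the other calls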;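 also: capsule biogenesis inhibitors block K1F phage lysis so surviving cells raise fluorescence; higher fluorescence means more inhibition of phage lysis; actives were called in the ten point dose series up to 300 µM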
Dengue-2 NS5 capping: Dengue-2 NS5 methyltransferase inhibitors, primary screen, biochemical, confirmation dose response (AID 588689); inhibition, % at 25 µM, or IC50 in µM where a hit was titrated; hit rate 0.3% among 340,000; Dengue-2 NS5 methyltransferase capping enzyme assay, biochemical; higher % means a stronger effect; Genome polyprotein (Dengue virus type 2 (strain 16681-PDK53)); in the data active = a potency from the dose series; inconclusive = inhibition above about 29% without an active follow-up result
West Nile virus CPE: West Nile virus antiviral activity, cell-based, CPE readout (AID 1621); West Nile virus-infected cells, CPE inhibition; higher % means a stronger effect; CPE inhibition, % at 10 µM; hits with a dose series show IC50 in µM; hit rate 0.02% among 290,000; in the data active = a potency from the dose series; inconclusive = CPE inhibition mostly from about 3.7% at the one dose, without a potency; inactive = the rest, 99 in 100 with CPE inhibition below about 2.2%; also: strong numbers were not always called active
AID2073: inhibitors of Mint1-CaV2.2 protein interaction, biochemical, HTRF (AID 2073). hit rate 0.19% among 290,000. inhibition, % at 20 µM, or IC50 in µM where a hit was titrated. HTRF protein-protein interaction, Mint1-CaV2.2; higher % means a stronger effect; in the data active = inhibition mostly above about 51%, no sharp cut-off; inconclusive = no clear call, values can overlap the other calls; inactive = mostly below about 53%; also: some results filed as inactive read as strong as hits
Rac1 GTP hydrolysis: MgcRacGAP GTPase-activating activity inhibitors, confirmation, biochemical, ADP Hunter fluorescence; inhibition, % at 30 µM; hits with a dose series show IC50 in µM; AID 624330, 2012; Rac GTPase-activating protein 1 (Homo sapiens); hit rate 0.6% among 340,000; MgcRacGAP-stimulated Rac1 GTP hydrolysis, ADP Hunter fluorescence; higher % means a stronger effect; GST-tagged Rac1 F28L mutant substrate;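 active = first-screen hits whose inhibition reached a set limit at any dose in the follow-up dose series; inconclusive = inhibition above the set first-screen limit but never retested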;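 also: fluorescence reports GDP produced by GAP-driven GTP hydrolysis; strong numbers were not always called active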
SV40 large T antigen: SV40 large T antigen inhibitors, biochemical (AID 1903). SV40 large T antigen ATPase/helicase inhibition assay; higher % means a stronger effect. one-dose inhibition, % at 20 µM; IC50 in µM for titrated hits. hit rate 0.39% among 310,000; in the data active = a potency from the dose series; inconclusive = inhibition mostly from about 32% at the one dose, without a potency; inactive = the rest, 99 in 100 with inhibition below about 32%; also: strong numbers were not always called active
RSV antiviral HEp-2: RSV antiviral activity via CPE protection, HEp-2 cells, primary 10 µM value included (AID 2391); HEp-2 cells, RSV-induced CPE inhibition; higher % means a stronger effect; CPE inhibition, % at 10 µM; hits with a dose series show IC50 in µM; hit rate 0.13% among 310,000; in the data active = a potency from the dose series; inconclusive = CPE inhibition mostly from about 23% at the one dose, without a potency; inactive = the rest, 99 in 100 with CPE inhibition below about 21%; also: strong numbers were not always called active
NTR1 ag cell count 20 µM: second read-out of NTR1 ag, no call of its own (marks repeat the call); cell count; measured here: cell count, cytotoxicity flag
Dengue-2 NS5 capping pilot replicate: further read-out of Dengue-2 NS5 capping, marked with its call; inhibition, %; measured here: pilot screen replicate inhibition
Active calls of the source: *; ? = inconclusive; / = no result given; [ ] = another dose, or the depositor's remark. Rows were taken by chance. Share with any hit: about 1.6%.

SMILES | SIAH1 antagonists | NTR1 ag | NTR1 ag cell count 20 µM | K1F lysis inhibition | Dengue-2 NS5 capping | West Nile virus CPE | AID2073 | Rac1 GTP hydrolysis | SV40 large T antigen | RSV antiviral HEp-2 | others
COc1cccc(CNC(=O)C2CCCN2S(=O)(=O)c2ccc3c(c2)C(C)(C)C(=O)N3C)c1 (stereo unspecified) | 5.5% | 2.2 | 46 | -1.9% | -7.7% | -0.8% | -6.0% | -0.4% | / | 0.4%
CCCCC1CCC(C(=O)Nc2ccccc2)CC1 (stereo unspecified) | 4.9% | 1.3 | 42 | 5.6% | 0.0% | 0.5% | 13.8% | 7.3% | -8.0% | 0.1%
Cc1ccc(S(=O)(=O)N2CCOCC2)cc1C(=O)NC(=S)N1CC(C)OC(C)C1 (stereo unspecified) | -2.1% | 1.4 | 67 | 2.0%[50 µM] | -5.5% | 0.4% | -23.7% | 2.3% | 11.2% | 0.9%
CC(=O)O[C@H]1[C@H](C)OC=C[C@@H]1OC(C)=O | -4.4% | -2.9 | 95 | -0.7% | -6.4% | -0.6% | 8.9% | 1.9% | -3.9% | 0.8%
O=C(O)C1CC=CCC1C(=O)NNc1ccccc1 (stereo unspecified) | 5.0% | 0.7 | 46 | 0.3% | 1.5% | -0.3% | 8.0% | 4.7% | 9.8% | 8.8%
CN(C)CCNc1ncnc2sc(-c3ccccc3)cc12 | 3.5% | 0.2 | 44 | -0.4% | -3.3% | ? | 5.2% | / | 14.5% | 0.4%
Cn1c(SCC(=O)NCC2COc3ccccc3O2)nnc1C(F)(F)F (stereo unspecified) | / | 0.4 | 48 | -1.2% | -2.7% | / | / | -3.7% | / | /
O=C(O)/C=C1\CCCc2ccccc2C1O (stereo unspecified) | / | -0.2 | 68 | -6.8% | -6.6% | / | / | 0.8% | -2.0% | -1.4%
Cc1ccc(-c2[nH]c(-c3ccccc3)nc2SCC(=O)NCC2CCCO2)cc1 (stereo unspecified) | -3.9% | -2.2 | 65 | -0.8% | -2.1% | 0.2% | 4.2% | 5.0% | 11.8% | 1.8%
N=C1SC(c2ccccc2)C(=O)N1c1ncc(Cc2ccccc2Cl)s1 (stereo unspecified) | -0.9% | 0.3 | 65 | 1.4%[50 µM] | -10.3% | -0.5% | 36.4% | 6.2% | 10.3% | 12.8%

Reprinted from the part before: 2 compounds, followed by the next part.
SMILES | SIAH1 antagonists | NTR1 ag | NTR1 ag cell count 20 µM | K1F lysis inhibition | Dengue-2 NS5 capping | West Nile virus CPE | AID2073 | Rac1 GTP hydrolysis | SV40 large T antigen | RSV antiviral HEp-2 | others
Cc1ccc(-c2[nH]c(-c3ccccc3)nc2SCC(=O)NCC2CCCO2)cc1 (stereo unspecified) | -3.9% | -2.2 | 65 | -0.8% | -2.1% | 0.2% | 4.2% | 5.0% | 11.8% | 1.8%
N=C1SC(c2ccccc2)C(=O)N1c1ncc(Cc2ccccc2Cl)s1 (stereo unspecified) | -0.9% | 0.3 | 65 | 1.4%[50 µM] | -10.3% | -0.5% | 36.4% | 6.2% | 10.3% | 12.8%
c1ccc2c(c1)nc1n2CC2CON(C3CCCCC3)C12 (stereo unspecified) | -3.2% | -1.3 | 69 | 4.0% | -3.3% | -0.2% | -0.7% | 6.5% | 12.5% | 3.9%
Cc1ccc(NC(=O)c2ncn(CC(=O)N[C@H](CO)Cc3c[nH]c4ccccc34)n2)cc1C | / | -0.6 | 56 | 0.4% | 0.7% | / | / | 10.2% | / | /
O=C(NCCc1c[nH]c2ccccc12)C1CCC(=O)N(CCc2cccc(F)c2)C1 (stereo unspecified) | 3.1% | 0.0 | 55 | 0.1% | 0.0% | -0.6% | 6.8% | -0.9% | 6.3% | 0.7% | Dengue-2 NS5 capping pilot replicate=0.0
COc1ccc(Cl)cc1NC(=O)N1CCN(S(C)(=O)=O)CC1 | -0.7% | -1.6 | 46 | 0.2% | -11.6% | -0.4% | -7.0% | 1.3% | 10.3% | 1.7%
CCN(CC(=O)NCc1cccs1)C(=O)c1cccc(S(=O)(=O)Nc2ccc(C)cc2)c1 | / | 1.5 | 50 | 0.6%[50 µM] | 7.2% | / | / | 13.0% | 7.2% | -0.9%
Cc1ccc(CN2CC(C(=O)NNC(=O)c3ccc(F)cc3)CC2=O)cc1 (stereo unspecified) | / | -2.2 | 68 | 0.4%[50 µM] | -0.4% | / | / | -1.2% | / | 0.6%
COC(=O)COc1ccc(/C=C2/NC(=O)N(CC(=O)OC)C2=O)cc1 | 13.3% | -1.2 | 73 | 0.0% | -5.2% | 1.1% | -2.1% | 6.4% | 21.7% | 1.6%
CC(=O)Nc1ccc(NC(=O)CCn2c(=O)oc3ccccc32)cc1 | 12.7% | -0.9 | 58 | 0.1% | -3.3% | -0.3% | -0.2% | 4.9% | 6.4% | 1.7%
Cc1ccc(S(=O)(=O)N2[C@@H](c3ccc(Br)cc3)C(C(=O)O)=CC[C@H]2c2cccc(C)c2)cc1 | / | 7.5 | 59 | 0.0% | 16.3% | / | / | 7.6% | / | /
NC(=O)c1ccc(N=Cc2ccc([N+](=O)[O-])s2)cc1 | 20.9% | / | / | -1.5%[50 µM] | 2.2% | ? | -10.8% | 16.1% | 9.5% | -0.4%
Cc1ccc(-c2nn(C(C)(C)C)c3ncnc(NS(=O)(=O)c4ccc([N+](=O)[O-])cc4)c23)cc1 | -8.7% | 8.7 | 54 | 4.3% | -5.1% | 0.6% | 7.9% | -1.0% | 6.8% | 0.6%
COc1cccc(OCC(=O)Nc2c3c(nn2-c2ccccc2)CS(=O)(=O)C3)c1 | -6.0% | 0.6 | 58 | -0.1% | 4.2% | -0.9% | 4.1% | 3.4% | 17.2% | 0.2%
CCOC(=O)CCc1c(C)nc(SCCN2CCCC2)c(C#N)c1C | -1.4% | 0.9 | 88 | -0.8% | -5.7% | 0.3% | 3.9% | -3.2% | 3.2% | 0.6%
Cc1nc(SC(C(N)=O)c2ccccc2)c(C#N)c(C)c1C (stereo unspecified) | 2.2% | 2.2 | 66 | / | / | 0.2% | -3.3% | / | 12.6% | -0.4%
CCOC(=O)N/N=C1\CCc2ccccc21 | 5.4% | 1.1 | 38 | 1.8% | -0.7% | 0.0% | -17.1% | 3.1% | 4.0% | 1.4%
CCC(CC)C(=O)c1c[nH]c(C(=O)NCc2cccs2)c1 | -2.8% | 1.9 | 55 | 0.2% | -2.3% | -0.3% | -7.3% | 14.3% | 8.1% | 0.3%
C=CCn1c(CCCNC(=O)CCC)nc2ccccc21 | 4.3% | 0.8 | 47 | 0.0% | -4.1% | -1.0% | 10.2% | -0.7% | 20.4% | 2.7%
COc1ccc(C2CC(=O)C(C=NCCN3CCOCC3)=C(O)C2)cc1 (stereo unspecified) | 1.2% | 1.1 | 42 | -0.5% | 2.0% | 0.2% | 1.4% | 13.7% | 3.1% | 0.4%
O=C(N[C@@H](Cc1ccccc1)C(=O)N1CCN(S(=O)(=O)c2cccc(F)c2)CC1)c1ccco1 | / | 9.8 | 94 | 0.8%[50 µM] | 2.2% | / | / | 2.7% | / | -0.4%
CCOC(=O)c1cnc2ccc(OCC)cc2c1N1CCN(c2ccccc2)CC1 | 1.5% | 21.4 | 80 | 0.1% | -4.8% | 0.1% | -1.1% | 1.9% | 5.7% | 1.1%
Cc1cc(Br)cc(Cl)c1OC(=O)c1cnccn1 | 4.1% | 0.4 | 42 | 0.1% | -25.6% | 0.1% | 6.0% | 10.3% | 10.9% | -0.3%
O=C(CN1CCCC1)Nc1ccccc1Sc1ccc(Cl)cc1 | -0.1% | 6.5 | 48 | 0.3% | -3.0% | -1.0% | 34.5% | 3.6% | 1.3% | 0.7%
COc1ccc(/C=N/N=C2/C(=O)Nc3ccccc32)cc1O | -2.0% | 1.0 | 65 | -3.0% | -2.1% | -0.3% | -5.2% | 14.5% | 6.8% | 0.1%
O=C(Cc1ccc(Cl)c(Cl)c1)Nc1cccc(S(=O)(=O)N2CCOCC2)c1 | -2.7% | 3.0 | 62 | 0.2% | -1.5% | -1.5% | 0.5% | 2.3% | 0.3% | 19.9%
Cc1ccccc1NC(=O)CSCc1nc(N)nc(Nc2ccccc2C)n1 | -3.5% | -0.7 | 86 | 0.2% | -3.6% | -0.4% | -4.2% | 1.7% | 0.7% | 2.2%
Cc1ccccc1OCC(=O)OCC(=O)c1c[nH]c2ccccc12 | / | -2.2 | 47 | 0.8%[50 µM] | 1.6% | / | / | 4.8% | / | 2.2%
CCCCN(CC)C(=O)Cn1cnc2ccc(S(=O)(=O)N3CCC(C)CC3)cc2c1=O | 0.5% | 0.8 | 63 | 2.1% | 1.1% | 0.8% | 8.1% | 10.2% | 8.9% | 4.2%
CN(C(=O)CSc1nc2ccccc2c(=O)n1-c1ccccc1Cl)C1CCS(=O)(=O)C1 (stereo unspecified) | / | -2.2 | 44 | -1.0% | 1.6% | / | / | 1.4% | / | /
Cc1ccc(NC(=S)NC(=O)c2ccc(-c3ccccc3)cc2)c(C)c1 | 4.7% | -0.8 | 61 | 0.4% | -10.4% | 0.5% | -11.9% | 11.8% | 0.7% | 18.1%
COCOc1ccc(/C=C/C(=O)c2c(O)cc(OCOC)cc2OCOC)cc1 | / | 3.2 | 103 | / | / | -0.3% | / | / | 3.6% | 2.4%
CC(=O)Nc1cccc(C(=O)N/N=C/c2ccc(C)o2)c1 | 6.0% | -1.0 | 102 | 0.0% | 5.1% | 0.2% | -3.7% | 3.0% | 5.2% | 2.8%
Cc1ccc(OCC(=O)NCC(=O)n2nc(C)cc2C)cc1 | 7.7% | -0.7 | 64 | 3.5% | -3.2% | / | -5.6% | 5.7% | 6.3% | 0.9%

By substructure: the compounds so far with bromine
SMILES | SIAH1 antagonists | NTR1 ag | NTR1 ag cell count 20 µM | K1F lysis inhibition | Dengue-2 NS5 capping | West Nile virus CPE | AID2073 | Rac1 GTP hydrolysis | SV40 large T antigen | RSV antiviral HEp-2 | others
Cc1ccc(S(=O)(=O)N2[C@@H](c3ccc(Br)cc3)C(C(=O)O)=CC[C@H]2c2cccc(C)c2)cc1 | / | 7.5 | 59 | 0.0% | 16.3% | / | / | 7.6% | / | /
Cc1cc(Br)cc(Cl)c1OC(=O)c1cnccn1 | 4.1% | 0.4 | 42 | 0.1% | -25.6% | 0.1% | 6.0% | 10.3% | 10.9% | -0.3%
